APE1 inh: qHTS Assay for Inhibitors of the Human Apurinic/apyrimidinic Endonuclease 1 (APE1); recombinant APE1, TAMRA/BHQ-2 abasic DNA cleavage fluorescence; Potency, µM (titrated, usually from 65.8 µM), for inactives: at the top dose activity change, negative = inhibition, actives largely listed as inhibitors; 350,000 compounds, 0.35% hits; DNA repair nuclease/redox regulator APEX1 (Homo sapiens), P27695;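 further: potency means the concentration at half of the fitted maximal effect; plate controls were vehicle for no effect and reference inhibitor for full effect; nearly all actives have a fitted effect of over 55% in size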
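Substrate: short duplex with […] THF abasic site, 5'-TAMRA and 3'-BHQ-2, 50 nM final. APE1 at 0.75 nM, preincubated 15 min RT with compound. Fluorescence increase from first to third read measured activity.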
Pol beta inh: qHTS Assay for Inhibitors of DNA Polymerase Beta | Pol beta primer extension/strand displacement, fluorescence kinetic | Potency, µM (series often up to 114 µM), for inactives: at the top dose activity change, negative = inhibition, actives largely listed as inhibitors | 340,000 compounds, 1.3% hits; further: potency means the concentration at half of the fitted maximal effect; on the % scale 0 is the no-effect control and ±100 the full control effect
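Values derive from four-parameter Hill fits of normalized kinetic data: reads at 0 and 10 min following addition of 50 nM substrate to 10 nM Pol beta preincubated 15 min with compound.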
BLM helicase inh: qHTS Assay for Inhibitors of Bloom's syndrome helicase (BLM) | RecQ-like DNA helicase BLM (Homo sapiens), P54132 | recombinant BLM DNA unwinding, fluorescence dequenching | Potency, µM (titrated, usually from 56.1 µM), for inactives: at the highest dose activity change, negative = inhibition, usual class: inhibitors | 350,000 compounds, 0.2% hits | AID 2528, 2010;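 further: potency means the concentration at half of the fitted maximal effect; plate controls were vehicle for no effect and no enzyme for full effect; nearly all actives have a fitted effect of over 35% in size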
Target sequence (P54132 whole entry, looked up): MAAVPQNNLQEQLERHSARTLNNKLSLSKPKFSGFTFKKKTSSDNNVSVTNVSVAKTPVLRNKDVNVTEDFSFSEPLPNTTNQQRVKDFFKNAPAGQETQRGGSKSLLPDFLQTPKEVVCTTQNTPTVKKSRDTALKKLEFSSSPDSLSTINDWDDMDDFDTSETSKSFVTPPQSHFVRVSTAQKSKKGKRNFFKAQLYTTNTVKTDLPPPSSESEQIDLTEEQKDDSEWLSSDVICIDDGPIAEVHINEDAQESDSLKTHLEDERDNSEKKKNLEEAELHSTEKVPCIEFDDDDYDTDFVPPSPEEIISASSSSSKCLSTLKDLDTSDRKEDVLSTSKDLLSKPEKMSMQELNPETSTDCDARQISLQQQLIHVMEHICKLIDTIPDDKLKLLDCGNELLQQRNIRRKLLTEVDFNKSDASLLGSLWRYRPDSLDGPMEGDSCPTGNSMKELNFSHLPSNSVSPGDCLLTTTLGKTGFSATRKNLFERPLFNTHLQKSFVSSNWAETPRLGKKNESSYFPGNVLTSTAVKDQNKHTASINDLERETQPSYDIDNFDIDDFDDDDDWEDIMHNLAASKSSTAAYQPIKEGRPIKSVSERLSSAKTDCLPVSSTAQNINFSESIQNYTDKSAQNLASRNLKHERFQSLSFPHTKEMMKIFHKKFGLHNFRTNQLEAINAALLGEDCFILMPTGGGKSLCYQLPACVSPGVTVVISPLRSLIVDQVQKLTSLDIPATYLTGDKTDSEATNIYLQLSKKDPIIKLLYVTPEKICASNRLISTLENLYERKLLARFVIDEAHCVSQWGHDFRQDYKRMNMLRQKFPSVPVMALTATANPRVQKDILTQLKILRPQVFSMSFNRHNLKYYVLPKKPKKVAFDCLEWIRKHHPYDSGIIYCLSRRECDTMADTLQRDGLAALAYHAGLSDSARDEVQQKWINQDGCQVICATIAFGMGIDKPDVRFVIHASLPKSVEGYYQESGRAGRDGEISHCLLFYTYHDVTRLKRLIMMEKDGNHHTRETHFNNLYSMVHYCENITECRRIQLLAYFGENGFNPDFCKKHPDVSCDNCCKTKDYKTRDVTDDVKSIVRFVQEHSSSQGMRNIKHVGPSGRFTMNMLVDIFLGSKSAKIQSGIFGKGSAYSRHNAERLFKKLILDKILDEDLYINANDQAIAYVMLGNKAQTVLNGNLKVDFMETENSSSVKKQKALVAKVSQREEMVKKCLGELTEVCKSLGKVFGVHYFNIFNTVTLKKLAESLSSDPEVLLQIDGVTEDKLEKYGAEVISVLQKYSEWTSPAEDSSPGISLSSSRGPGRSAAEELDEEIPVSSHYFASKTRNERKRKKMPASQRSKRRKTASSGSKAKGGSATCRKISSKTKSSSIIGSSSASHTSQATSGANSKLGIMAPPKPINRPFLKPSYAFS
Pol kappa inh: qHTS for Inhibitors of Polymerase Kappa; DNA polymerase kappa (Homo sapiens), Q9UBT6; purified Pol kappa, fluorescent DNA synthesis assay, 10 min; Potency, µM (doses to about 107 µM), for inactives: top-dose activity, negative = inhibition, most hits filed as inhibitors; 400,000 compounds, 0.53% hits; AID 588579, 2011; further: potency means the concentration at half of the fitted maximal effect; on the % scale 0 is the no-effect control and ±100 the full control effect
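Readout: fluorescence, taken kinetically at 0 and 10 min. Conditions: 10 nM Pol kappa, 15 min RT compound preincubation, 50 nM substrate final. Controls: enzyme-free buffer wells.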
POLH inh: qHTS for Inhibitors of Polymerase Eta; 390,000 compounds, 1.2% hits; recombinant Pol eta, fluorescent DNA replication assay; Potency, µM (highest dose often 114 µM), inactives show top-dose activity change, negative = inhibition, usual class: inhibitors; further: potency means the concentration at half of the fitted maximal effect; on the % scale 0 is the no-effect control and ±100 the full control effect
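Fluorescent replication assay: 50 nM final substrate added after a 15 min room-temperature compound preincubation with 10 nM enzyme. Signal taken at 0 min and again at 10 min.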
Anesthetic bind: qHTS Assay for Identification of Novel General Anesthetics; 350,000 compounds, 0.074% hits; apoferritin/1-aminoanthracene competitive binding, fluorescence; Potency, µM (titrated, usually from 77.5 µM), for inactives: at the top dose activity change, negative = displacement, most hits filed as inhibitors; Ferritin light chain (Equus caballus), P02791; further: potency means the concentration at half of the fitted maximal effect; on the % scale 0 is the no-effect control and ±100 the full control effect; nearly all actives have a fitted effect of over 20% in size
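Read-out: endpoint 1-AMA fluorescence, excitation 380 nm and emission 535 nm, after compounds sit 10 min at room temperature with 10 uM horse-spleen apoferritin in 50% saturated 1-AMA/PBS. Values come from four-parameter Hill fits.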
PGK inhibitor: qHTS Assay to Find Inhibitors of Phosphoglycerate Kinase. 380,000 compounds, 0.043% hits. Phosphoglycerate kinase, glycosomal (Trypanosoma brucei brucei), P07378. Potency, µM (highest dose often 57.5 µM), for the others: at the top dose activity change, negative = inhibition, usual class: inhibitors. PGK/GAPDH coupled, Kinase-Glo luminescence, 60 min; further: potency means the concentration at half of the fitted maximal effect; on the % scale 0 is the no-effect control and ±100 the full control effect; nearly all actives have a fitted effect of over 60% in size
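Luminescent ATP detection (Kinase-Glo Plus) follows a 60-minute room-temperature incubation, with wells lacking PGK as controls. Buffer: 100 mM TEA (pH 7.6), 5 mM MgCl2, 0.01% Tween-20. Coupling enzyme GAPDH (100 nM final) supplies unstable 1,3-BPG in-well.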
POLI inh: qHTS for Inhibitors of Polymerase Iota; DNA polymerase iota (Homo sapiens), Q9UNA4; Pol iota fluorescent replication assay, 10 min; Potency, µM (titrated, usually from 115 µM), inactives show at the top dose activity, negative = inhibition, usual class: inhibitors; 390,000 compounds, 1% hits; further: potency means the concentration at half of the fitted maximal effect
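Pol iota at 10 nM preincubated 15 min with compounds at room temperature; reaction started with fluorescent substrate, 50 nM final. Fluorescence read kinetically at 0 and 10 min; buffer-only wells as negative control.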
RXFP1 antagonist: qHTS Assay for Antagonists of the Relaxin Receptor RXFP1. activity change, negative = inhibition, % at 57.5 µM. HEK293-RXFP1, relaxin-stimulated cAMP HTRF, 30 min; stronger effect = lower value. AID 1259400, 2018. 350,000 compounds, 0.59% hits;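 active means activity change of -60% or lower, but not beyond a set lower limit; inconclusive means change between -60% and -40%, or beyond the set limit; inactive means change above -40%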; further: on the % scale 0 is the no-effect control and ±100 the full control effect
An asterisk follows results filed as active; i = inactive; ? = inconclusive; · = no result given; [ ] = another dose, or the depositor's remark. Unless noted, the call rests on the fitted dose curve; in most records, active means well fitted curve in the direction sought with a large enough effect; inconclusive means small, poorly fitted or top-dose-only effect, or another doubt; inactive means no such curve, though single readings can be large; an effect the other way counts as inactive or inconclusive. An excerpt; count on the stated rates, not on these rows.

nr	structure	APE1 inh	Pol beta inh	BLM helicase inh	Pol kappa inh	POLH inh	Anesthetic bind	PGK inhibitor	POLI inh	RXFP1 antagonist
1	CC(=O)Oc1ccc2c(C)cc(=O)[nH]c2c1	3%	-14%	1%	-1%	-10%	-5%	3%	4%	3
2	COc1ccc2nc(NC(=O)CCNC(=O)c3ccco3)sc2c1	?	·	·	1%	-19%	·	-8%	-20%	0
3	CCC1CCc2c(n(C)c3ccccc3c2=O)O1 (stereo not given)	0%	-27%	-5%	-9%	-27%	-8%	4%	53%[activator]	-14
4	C/C(=N\NC(=O)c1cc(-c2cccc(OC(C)C)c2)nc2ccccc12)c1cccnc1	11%	18%	-8%	-1%	-10%	-22%	6%	46%[activator]	-10
5	CC(=O)NCc1cn2c(C)csc2n1	-2%	2%	2%	-20%	-9%	9%	-3%	35%[activator]	0
6	COCCn1c(=O)[nH]c2cc(C(=O)N3CCN(c4cccc(Cl)c4)CC3)ccc2c1=O	-11%	43%	-3%	5%	-19%	-6%	-5%	34%[activator]	-17
7	Cc1cccc2c(CCNC(=O)c3ccc([N+](=O)[O-])cc3)c[nH]c12	-4%	2%	-2%	6%	-13%	-11%	i	0%	13
8	CN1CCOC(=O)/C1=N/Nc1cc(Cl)ccc1Cl	26%	3%	2%	2%	-15%	-6%	3%	-5%	10
9	Cc1nc(N2CCCC2C(=O)O)c2oc3ccccc3c2n1 (stereo not given)	1%	-10%	-3%	-1%	6%	-8%	-2%	-7%	-13
10	CCN(CC)c1ccc(-c2nnc(SCC(=O)N(CCOC)c3c(N)n(CC(C)C)c(=O)[nH]c3=O)o2)cc1	18%	·	·	0%	-11%	·	-13%	-1%	-1
11	Cc1cc(N)c(-n2cc3c(c2-c2ccc(Br)cc2)c(=O)n(C)c(=O)n3C)cc1C	·	-1%	-8%	-9%	-20%	-6%	-8%	22%	·
12	CN(C1CCCCC1)S(=O)(=O)CCNC(=O)c1ccccc1	-1%	·	·	-18%	-12%	·	-2%	-3%	6
13	CCOCCCn1c(=S)[nH]c2cc(C(=O)N3CCC(C(N)=O)(N4CCCCC4)CC3)ccc2c1=O	-2%	9%	1%	-4%	-13%	-5%	-8%	99%[activator]	15
14	COc1ccccc1N1CCN(C2CCCN(C(=O)CCc3c(C)noc3C)C2)CC1 (stereo not given)	3%	10%	-1%	-9%	2%	2%	-2%	13%	10
15	COc1ccc(S(=O)(=O)n2[nH]c(=O)c(CCO)c2C)cc1	7%	2%	-1%	-14%	-13%	-3%	4%	41%[activator]	5
16	CCOc1cc(/C=N/NC(=O)c2cc(-c3ccccc3)nc3ccccc23)ccc1O	31%	0%	-4%	-6%	-15%	-19%	-10%	10%	-14
17	O=C(COC(=O)CNC(=O)c1ccccc1F)Nc1nnc(-c2ccccc2)o1	0%	·	·	-4%	-13%	·	-1%	48%[activator]	-22
18	NS(=O)(=O)c1cccc(NC(=S)NC(=O)C23CC4CC(CC(C4)C2)C3)c1	3%	14%	-9%	-2%	-14%	?	-5%	11%	-1
19	CCc1noc(C)c1C(=O)Nc1cc(S(=O)(=O)N2CCCCC2)ccc1N(C)C	-2%	·	·	-19%	-10%	·	1%	18%	-15
20	COCCn1c(SCC(=O)Nc2nc3ccccc3s2)nnc1-c1ccoc1C	·	·	·	3%	-17%	·	-10%	-11%	1
21	Cc1cc(C(=O)C(=O)Nc2nncs2)c(C)n1-c1ccc(Cl)cc1	·	?	-1%	-18%	?	?	i	-25%	-18
22	NCC1OC(n2cnc3c(N)ncnc32)CC1O (stereo not given)	·	·	·	-8%	-6%	·	i	9%	-2
23	CCOc1cc(CNCCSc2nnnn2C)ccc1OCc1ccc(Cl)cc1Cl	·	-16%	-4%	-2%	-14%	?	10%	-1%	·
24	COc1ccccc1NC(=O)c1sc2ncn(Cc3cccc(C)c3)c(=O)c2c1C	5%	-14%	-5%	-7%	1%	-3%	7%[11.5 µM]	2%	-7
25	CC(C)(C)[C@H](N)C(=O)N[C@H]1CCC2C3CC=C4C[C@@H](O)CC[C@]4(C)C3CC[C@@]21C (stereo not given in full)	-27%	·	·	-12%	-10%	·	-4%	-6%	-8
26	COc1ccc(-c2nnc(SCC(=O)Oc3cc(C)ccc3C)o2)cc1	·	14%	-3%	-4%	-9%	7%	i	14%	3
27	O=C(c1cc(-c2cccs2)on1)N1CCN(c2ccc(F)cc2)CC1	-7%	13%	-7%	-16%	-9%	-14%	13%	21%	-9
28	COc1ccc(NC(=O)c2cccc3c(Br)cccc23)cc1	-17%	11%	1%	-2%	-16%	-7%	-7%	-30%	-5
29	O=C(NCCc1csc(-c2ccc(C(F)(F)F)cc2)n1)c1ccc(F)c(F)c1	·	-8%	-4%	-9%[60.1 µM]	-8%	?	-4%	?	·
30	O=S(=O)(NCCc1ccccc1)c1ccc(N2CCCCS2(=O)=O)cc1	·	-5%	-1%	-9%[60.1 µM]	-6%	1%	-2%	-6%	0
31	COC(=O)C1=C(C)N(C)C(C)=C(C(=O)OC)C1c1ccncc1	-1%	-9%	-1%	-13%	3%	-9%	-6%	2%	17
32	Cc1cc(C(=O)Nc2ccc(C)c(S(=O)(=O)N3CCOCC3)c2)c(C)o1	4%	-21%	0%	-5%	-6%	-3%	9%	40%[activator]	-3
33	CC1=NN(c2ccccc2)C(=O)C1=C(C)C	-1%	0%	-4%	-4%	-15%	6%	·	-1%	0
34	CCCCN1C(=O)c2[nH]nc(-c3ccccc3O)c2C1c1cccc(OCc2ccccc2)c1 (stereo not given)	·	-1%	-18%	2%	-26%	-12%	i	4%	-29
35	N/C(CCS(=O)(=O)c1ccc(Cl)cc1)=N\OC(=O)c1ccc(Cl)cc1	-2%	?	-3%	1%	-7%	-6%	-4%	2%	-4
36	Cc1cc(NC(=O)Cn2cnc3sccc3c2=O)no1	6%	·	·	-19%	9%	·	-4%	93%[activator]	-18
37	CCn1c(SCC(=O)N2CCN(c3cccc(Cl)c3)CC2)nc2ccccc2c1=O	-4%	-8%	-4%	-9%	-7%	0%	-3%	8%	4
38	CCCCCCCCSc1nnc(/N=C/N(C)C)s1	12%	28%	-5%	-7%	3%	-11%	-6%	-28%	0
39	COC(=O)CSCc1nc(-c2ccc(C(=O)OC)cc2)oc1C	·	-5%	-5%	-1%[60.1 µM]	-16%	0%	-9%	23%	-8
40	CSc1c2c(nc3ncnn13)CCC2	1%	14%	-3%	-1%	-5%	-8%	i	353%[activator]	17
41	CCOC(=O)C(C)(C)Sc1nc2c(cnn2-c2ccc(F)cc2)c(=O)[nH]1	10%	?	-6%	-17%	-18%	-4%	-1%	42%[activator]	-6
42	COc1cccc(CNC(=O)c2ccc(S(=O)(=O)N3CCOCC3)cc2)c1	-4%	·	·	-5%	-16%	·	-10%	16%	-12
43	COc1cccc(N/C(N)=N/c2nc(C(F)(F)F)cc(C(F)(F)F)n2)c1	-10%	6%	4%	-13%	-23%	-24%	-5%	2%	-6
44	CCC(C)c1ccc(NC(=S)N2CCN(C(=O)C3CCCO3)CC2)cc1 (stereo not given)	3%	-13%	-2%	-16%	-15%	-10%	-5%	18%	0
45	CC(C)c1cc(C(=O)Nc2cccc(Cl)c2)no1	9%	11%	-6%	2%	-11%	?	i	13%	-14
46	CC(=O)c1ccc(S(=O)(=O)N(Cc2cc3cc4c(cc3[nH]c2=O)OCCO4)CC2CCCO2)cc1 (stereo not given)	2%	4%	-2%	-7%	-10%	-12%	-10%	-29%	-7
47	COc1ccc(NC(=O)C(=O)NCC2CCCN2S(=O)(=O)c2cc(C)ccc2C)cc1 (stereo not given)	-3%	·	·	-6%	-12%	·	6%	3%	3
48	Cc1ccc2nc(-c3cccc(S(=O)(=O)N(C)C)c3)cn2c1	-2%	1%	-5%	10%	-9%	-13%	-8%	-10%	-14
49	O=[N+]([O-])c1ccc2nc(C3CCCCC3)[nH]c2c1	1%	-3%	-8%	-7%	-10%	?	-5%	60%[activator]	-18
50	CC(=O)N1CCOc2ccc(S(=O)(=O)NCCc3ccc(C)cc3)cc21	-17%	17%	1%	-5%	-13%	-9%	8%	9%	-35

(further entries)
nr	structure	APE1 inh	Pol beta inh	BLM helicase inh	Pol kappa inh	POLH inh	Anesthetic bind	PGK inhibitor	POLI inh	RXFP1 antagonist
51	CCOc1ccccc1NC(=S)N(CCN(C)C)C(C)c1ccncc1 (stereo not given)	21%	2%	-1%	-4%	-5%	0%	1%	-9%	-2
52	CCN(CC)CCNC(=O)Cn1nc(C)c2c(C)n(-c3ccccc3)nc2c1=O	·	1%	0%	-2%	-11%	-6%	-6%	?	-2
53	CCCOc1cccc(C2/C(=C(\O)c3ccc4c(c3)OCCO4)C(=O)C(=O)N2CCCn2ccnc2)c1 (stereo not given)	65%[activator]	-7%	0%	11%	-9%	-8%	-6%	?	-15
54	CN1C(=O)[C@@H]2[C@H](C1=O)[C@@H]1C(=O)Nc3ccccc3C(=O)N1[C@@H]2c1cccc(Br)c1	12%	·	·	9%	-15%	·	0%	12%	·
55	S=C(N=Nc1ccccc1)NNc1ccccc1	-7%	-17%	0%	5%	-17%	-5%	-9%	-3%	·
56	CSc1ccc(CCNC(=O)CCc2nnc3ccc(N4CCCC4)nn23)cc1	-8%	30%	3%	-6%	-15%	-13%	-7%	5%	·
57	Cn1ncc(Cl)c1C(=O)N1CCCc2ccccc21	2%	7%	-8%	1%	-12%	?	-11%	-18%	-2
